Screening data (PubChem)
VLA-4 inh: inhibition in a human VLA-4 binding assay. inhibition, % (about 7 µM as worked out from the volumes in the protocol). 330,000 tested, 0.2% active. P13612. VLA-4 expressing cells, ligand binding flow cytometry; in the data active = inhibition above about 50%
LAP4-GFP MLPCN: yeast TOR pathway LAP4-GFP modulation | S. cerevisiae LAP4-GFP multiplex, flow cytometry GFP, 3 h; median GFP as percent of DMSO wells | GFP response vs DMSO, % at 10 µM | 320,000 tested, 0.34% active | AID 2023;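 active = GFP response vs DMSO above a set limit, about the screen mean plus 3 SD, cut at about 150% in these data; inconclusive = under 70 cell events counted for the yeast strain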
GRK2 aptamer HTS: inhibitors of human GRK2 displacing RNA aptamer; 330,000 tested, 0.59% active; inhibition of aptamer binding, % at 10 µM; bead flow cytometry, FAM-aptamer displacement from GRK2; AID 488847;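 active = inhibition of aptamer binding above 40%, roughly 3 SD of noise, on plates passing a quality check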;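 note: median bead fluorescence of bound FAM aptamer so fluorescent compounds give negative values; no value below 0 was filed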
Target sequence (P25098 whole entry, looked up): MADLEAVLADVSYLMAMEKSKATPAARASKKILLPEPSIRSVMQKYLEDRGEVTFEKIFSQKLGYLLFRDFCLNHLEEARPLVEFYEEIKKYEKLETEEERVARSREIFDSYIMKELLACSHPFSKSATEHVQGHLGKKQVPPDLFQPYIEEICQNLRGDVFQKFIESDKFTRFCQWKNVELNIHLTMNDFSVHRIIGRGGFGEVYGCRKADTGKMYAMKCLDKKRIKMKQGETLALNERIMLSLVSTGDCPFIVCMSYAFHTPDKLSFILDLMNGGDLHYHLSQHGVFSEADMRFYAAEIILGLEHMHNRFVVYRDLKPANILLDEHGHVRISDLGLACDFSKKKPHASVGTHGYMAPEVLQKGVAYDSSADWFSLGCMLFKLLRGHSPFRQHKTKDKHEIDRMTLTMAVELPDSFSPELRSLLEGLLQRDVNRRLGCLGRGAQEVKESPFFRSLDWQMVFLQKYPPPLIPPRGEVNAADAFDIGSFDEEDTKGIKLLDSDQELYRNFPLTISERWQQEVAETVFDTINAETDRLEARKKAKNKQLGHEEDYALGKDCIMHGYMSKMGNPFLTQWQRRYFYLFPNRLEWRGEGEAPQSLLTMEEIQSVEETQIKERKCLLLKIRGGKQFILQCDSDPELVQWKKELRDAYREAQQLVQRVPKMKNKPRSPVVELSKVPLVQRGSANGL
AGP1-GFP MLPCN: yeast TOR pathway AGP1-GFP modulation; AID 2066; S. cerevisiae AGP1-GFP multiplex flow cytometry, 3 h; GFP as percent of DMSO wells; GFP response vs DMSO, % at 10 µM; 320,000 tested, 0.02% active;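 active = GFP response relative to DMSO above a set limit, near screen average plus 3 SD, cut at about 150% in these data; inconclusive = fewer than 70 cells counted for the yeast strain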;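 note: median GFP channel fluorescence of the gated AGP1 strain per well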
MEP2 TOR yeast: modulators of TOR pathway MEP2-GFP in S. cerevisiae | S. cerevisiae MEP2-GFP strain, flow cytometry GFP, 3 h; 100% = DMSO control level | GFP response vs DMSO, % at 10 µM | 330,000 tested, 0.51% active | AID 2016;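 active = GFP response versus DMSO above a set limit, roughly screen mean plus 3 SD, cut at about 180% in these data; inconclusive = fewer than 70 cells counted for a yeast strain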;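 note: median GFP fluorescence of the barcode-gated MEP2-GFP cells per well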
CIT2-GFP yeast: modulators of TOR pathway CIT2-GFP in S. cerevisiae. S. cerevisiae CIT2-GFP strain, flow cytometry, 3 h; 100 means same as DMSO wells. GFP response vs DMSO, % at 10 µM. 320,000 tested, 0.065% active;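 active = GFP response relative to DMSO above a set limit, near the screen mean plus 3 SD, cut at about 150% in these data; inconclusive = Fewer than 70 cells measured for a yeast strain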;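 note: ratio of well median GFP fluorescence to mean of DMSO wells on the plate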
RPL19A TOR yeast: alters RPL19A-GFP fluorescence in TOR pathway yeast screen. S. cerevisiae RPL19A-GFP strain, flow cytometry, 3 h; active compounds read low. percent response vs DMSO, % at 10 µM. 330,000 tested, 0.3% active. AID 2025;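 active = percent response vs DMSO below 50%; inconclusive = fewer than 70 events counted for the yeast strain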;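 note: median channel GFP fluorescence of the barcoded RPL19A-GFP strain; ratio of sample median GFP to plate DMSO average so 100% = DMSO; lower means less RPL19A-GFP as with rapamycin TOR inhibition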
CR mimetic SO: yeast age-related superoxide inhibition as caloric restriction mimetic; S. cerevisiae aged cells, superoxide DHE fluorescence; active compounds read low; superoxide response (% of plate mean), % at 10 µM; 330,000 tested, 0.18% active; AID 2690;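 active = superoxide response under a set limit, about three screen SD below normal, cut at about 65% in these data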;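 note: yeast aged for seven days with compound at 30 °C before DHE staining; 100% = average MFI of all compound-treated wells on the plate with controls excluded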
Numbers without * were called inactive.

Screening O=C(COC(=O)c1ccc([N+](=O)[O-])o1)Nc1cccc(S(=O)(=O)N2CCCCC2)c1 returned VLA-4 inh 16.6, LAP4-GFP MLPCN 82.2, GRK2 aptamer HTS 0.0, AGP1-GFP MLPCN inconclusive, MEP2 TOR yeast inconclusive, CIT2-GFP yeast 94.3, RPL19A TOR yeast 99.6 and CR mimetic SO 112.1.
`O=C(CSc1nc(O)cc(=O)[nH]1)N1CCCc2ccccc21` gave VLA-4 inh -1.6, LAP4-GFP MLPCN 102.0, GRK2 aptamer HTS 0.0, AGP1-GFP MLPCN 105.0, MEP2 TOR yeast 101.5, CIT2-GFP yeast 103.5, RPL19A TOR yeast 101.9 and CR mimetic SO 93.5.
For Cc1cn2c(=O)c(C(=O)N3CCN(c4ccccc4)CC3)cnc2s1 the results were VLA-4 inh -60.5, LAP4-GFP MLPCN 84.2, GRK2 aptamer HTS 0.0, AGP1-GFP MLPCN 88.9, MEP2 TOR yeast 91.2, CIT2-GFP yeast 89.3, RPL19A TOR yeast 90.9 and CR mimetic SO 115.1.
Screening CCn1c(/C=C/c2ccccc2C)nc2ccccc2c1=O returned VLA-4 inh -5.9, LAP4-GFP MLPCN 99.7, GRK2 aptamer HTS 0.0, AGP1-GFP MLPCN 95.1, MEP2 TOR yeast 107.8, CIT2-GFP yeast 103.3, RPL19A TOR yeast 107.4 and CR mimetic SO 97.7.
Screening CCCc1cc(C(=O)Nc2cc(OC)c(Cl)cc2OC)no1 returned VLA-4 inh 10.1, LAP4-GFP MLPCN 100.0, GRK2 aptamer HTS 3.0, AGP1-GFP MLPCN 89.4, MEP2 TOR yeast 98.5, CIT2-GFP yeast 93.7, RPL19A TOR yeast 97.7 and CR mimetic SO 104.0.
Screening CN(CC(=O)Nc1c(Cl)cccc1Cl)C(=O)c1cc2ccccc2cc1O returned VLA-4 inh -0.6, LAP4-GFP MLPCN 105.8, GRK2 aptamer HTS 0.0, AGP1-GFP MLPCN 112.1, MEP2 TOR yeast 104.0, CIT2-GFP yeast 103.9, RPL19A TOR yeast 102.1 and CR mimetic SO 101.4.
For O=C(NCC(=O)N1CCC2(CC1)NCCc1[nH]cnc12)c1ccccc1F the results were VLA-4 inh -1.3, LAP4-GFP MLPCN 74.9, GRK2 aptamer HTS 2.0, AGP1-GFP MLPCN 76.4, MEP2 TOR yeast 91.5, CIT2-GFP yeast 86.9, RPL19A TOR yeast 85.6 and CR mimetic SO 99.6.
CN1CCN(S(=O)(=O)c2ccc(NC(=S)NC(=O)C3CCC3)cc2)CC1 was read as VLA-4 inh -0.4, LAP4-GFP MLPCN 92.5, GRK2 aptamer HTS 0.0, AGP1-GFP MLPCN 107.4, MEP2 TOR yeast 99.4, CIT2-GFP yeast 102.4, RPL19A TOR yeast 100.3 and CR mimetic SO 92.3.
For O=c1c(Cl)c(N/N=C/c2ccc(Br)cc2)cnn1-c1ccccc1 the results were VLA-4 inh 15.6, LAP4-GFP MLPCN 92.9, GRK2 aptamer HTS 2.0, AGP1-GFP MLPCN 88.8, MEP2 TOR yeast 96.3, CIT2-GFP yeast 84.8, RPL19A TOR yeast 92.4 and CR mimetic SO 101.7.
For CCOC(=O)N/N=C1\CC(C)S(=O)(=O)c2ccc(Cl)cc21 (stereo unspecified) the results were VLA-4 inh 1.0, LAP4-GFP MLPCN 101.7, GRK2 aptamer HTS 2.0, AGP1-GFP MLPCN 103.3, MEP2 TOR yeast 94.6, CIT2-GFP yeast 97.8, RPL19A TOR yeast 95.3 and CR mimetic SO 91.3.
O=C(NC(=S)N1CCN(c2ccc([N+](=O)[O-])cc2)CC1)c1ccco1 was read as VLA-4 inh 0.0, LAP4-GFP MLPCN 89.0, GRK2 aptamer HTS 0.0, AGP1-GFP MLPCN 91.1, MEP2 TOR yeast 96.0, CIT2-GFP yeast 95.5, RPL19A TOR yeast 97.9 and CR mimetic SO 98.9.
NC(=O)c1ccsc1NC(=O)COC(=O)C1CC2CCCC(C1)C2=O (stereo unspecified) was read as VLA-4 inh 2.7, LAP4-GFP MLPCN 100.0, GRK2 aptamer HTS 1.0, AGP1-GFP MLPCN 97.7, MEP2 TOR yeast 92.9, CIT2-GFP yeast 109.6, RPL19A TOR yeast 102.0 and CR mimetic SO 94.2.
`CCN(CC)S(=O)(=O)c1cc([N+](=O)[O-])ccc1NNC(=O)Nc1ccc(F)cc1` gave VLA-4 inh 18.4, LAP4-GFP MLPCN 93.5, GRK2 aptamer HTS 2.0, AGP1-GFP MLPCN 109.6, MEP2 TOR yeast 103.0, CIT2-GFP yeast 109.8, RPL19A TOR yeast 98.7 and CR mimetic SO 91.1.
NC(=O)c1ccccc1NCC(=O)c1ccc(F)cc1 was read as VLA-4 inh 6.0, LAP4-GFP MLPCN 101.9, GRK2 aptamer HTS 0.0, AGP1-GFP MLPCN 103.7, MEP2 TOR yeast 102.7, CIT2-GFP yeast 104.9, RPL19A TOR yeast 103.2 and CR mimetic SO 100.4.
`Cc1cc(NS(=O)(=O)c2ccc(NC(=O)C(C)Oc3ccc(C(C)C)cc3)cc2)no1` (stereo unspecified) gave VLA-4 inh 8.1, LAP4-GFP MLPCN 96.3, GRK2 aptamer HTS 0.0, AGP1-GFP MLPCN 100.6, MEP2 TOR yeast 100.1, CIT2-GFP yeast 90.8, RPL19A TOR yeast 104.4 and CR mimetic SO 97.8.
Screening COc1ccc(NC(=O)CN(C)C(=O)CCSc2ccc(C)cc2)cc1 returned VLA-4 inh 1.2, LAP4-GFP MLPCN 97.8, GRK2 aptamer HTS 2.0, AGP1-GFP MLPCN 95.7, MEP2 TOR yeast 99.1, CIT2-GFP yeast 89.4, RPL19A TOR yeast 91.7 and CR mimetic SO 106.6.
O=C(Nc1nnc(SCC(=O)N2CCCCC2)s1)c1c(F)cccc1F was read as VLA-4 inh -3.7, LAP4-GFP MLPCN 95.0, GRK2 aptamer HTS 0.0, AGP1-GFP MLPCN 95.1, MEP2 TOR yeast 90.7, CIT2-GFP yeast 97.8, RPL19A TOR yeast 93.6 and CR mimetic SO 128.4.
CC(c1nc2ccccc2n1Cc1ccccc1)N1CCCCC1 (stereo unspecified) was read as VLA-4 inh 8.0, LAP4-GFP MLPCN 91.3, GRK2 aptamer HTS 0.0, AGP1-GFP MLPCN 96.9, MEP2 TOR yeast 101.8, CIT2-GFP yeast 99.9, RPL19A TOR yeast 100.2 and CR mimetic SO 104.7.
Screening O=C(NC1CCN(Cc2nnnn2CCc2ccccc2)CC1)c1ccccc1F returned VLA-4 inh -0.8, LAP4-GFP MLPCN 96.9, GRK2 aptamer HTS 0.0, AGP1-GFP MLPCN 94.8, MEP2 TOR yeast 95.2, CIT2-GFP yeast 99.9, RPL19A TOR yeast 98.9 and CR mimetic SO 99.1.
`Cc1ccc(-c2cc([C@H]3[C@@H]4C=CCC[C@@]4(C)C(=O)N3Cc3ccccc3)ccc2F)cc1` gave VLA-4 inh 34.3, LAP4-GFP MLPCN 98.9, GRK2 aptamer HTS 1.0, AGP1-GFP MLPCN 109.5, MEP2 TOR yeast 102.5, CIT2-GFP yeast 101.6, RPL19A TOR yeast 107.2 and CR mimetic SO 94.0.
Screening CN1CCN(C(=O)/C=C/c2ccc([N+](=O)[O-])cc2)CC1 returned VLA-4 inh 16.1, LAP4-GFP MLPCN 92.6, GRK2 aptamer HTS 0.0, AGP1-GFP MLPCN 97.2, MEP2 TOR yeast 99.6, CIT2-GFP yeast 103.2, RPL19A TOR yeast 101.7 and CR mimetic SO 130.1.
COc1ccccc1N1CCN(S(=O)(=O)c2ccc3c(c2)NC(=O)CS3)CC1 was read as VLA-4 inh 5.9, LAP4-GFP MLPCN 91.3, GRK2 aptamer HTS 1.0, AGP1-GFP MLPCN 91.7, MEP2 TOR yeast 88.8, CIT2-GFP yeast 95.7, RPL19A TOR yeast 93.3 and CR mimetic SO 91.7.
`N#Cc1c(SCC(=O)N2CCOCC2)nsc1SCC(=O)N1CCOCC1` gave VLA-4 inh -1.9, LAP4-GFP MLPCN 92.5, GRK2 aptamer HTS 1.0, AGP1-GFP MLPCN 93.9, MEP2 TOR yeast 97.6, CIT2-GFP yeast 92.8, RPL19A TOR yeast 96.9 and CR mimetic SO 102.1.
Screening O=C1NCCc2c1[nH]c1ccc([N+](=O)[O-])cc21 returned VLA-4 inh -4.2, LAP4-GFP MLPCN 103.3, GRK2 aptamer HTS 4.0, AGP1-GFP MLPCN 98.0, MEP2 TOR yeast 88.3, CIT2-GFP yeast 80.5, RPL19A TOR yeast 87.7 and CR mimetic SO 101.4.
Screening O=C(O)Cc1nc(-c2cccnc2)sc1-c1ccc(Br)cc1 returned VLA-4 inh -1.6, LAP4-GFP MLPCN 99.4, GRK2 aptamer HTS 4.0, AGP1-GFP MLPCN 98.6, MEP2 TOR yeast 100.8, CIT2-GFP yeast 95.8, RPL19A TOR yeast 108.1 and CR mimetic SO 100.8.
For O=C(Nc1sc2c(c1C(=O)O)CCCC2)c1ccc(F)cc1 the results were VLA-4 inh -6.8, LAP4-GFP MLPCN 98.8, GRK2 aptamer HTS 1.0, AGP1-GFP MLPCN 98.7, MEP2 TOR yeast 113.8, CIT2-GFP yeast 113.3, RPL19A TOR yeast 110.6 and CR mimetic SO 122.8.
CCN1CCN(C(c2ccc(F)cc2)c2nnnn2Cc2ccc3c(c2)OCO3)CC1 (stereo unspecified) was read as VLA-4 inh 32.7, LAP4-GFP MLPCN inconclusive, GRK2 aptamer HTS 0.0, AGP1-GFP MLPCN inconclusive, MEP2 TOR yeast inconclusive, CIT2-GFP yeast 89.4, RPL19A TOR yeast 84.1 and CR mimetic SO 75.4.
`O=C(Nc1ccc(S(=O)(=O)N2CCN(c3ccccc3)CC2)cc1)c1cccs1` gave VLA-4 inh 32.2, LAP4-GFP MLPCN 95.6, GRK2 aptamer HTS 0.0, AGP1-GFP MLPCN 110.0, MEP2 TOR yeast 106.5, CIT2-GFP yeast 110.2, RPL19A TOR yeast 101.2 and CR mimetic SO 104.2.
Screening C[C@H](CO)N1C[C@H](C)[C@@H](CN(C)S(=O)(=O)c2ccccc2)Oc2c(NS(=O)(=O)c3cccs3)cccc2C1=O returned VLA-4 inh 5.6, LAP4-GFP MLPCN 85.1, GRK2 aptamer HTS 0.0, AGP1-GFP MLPCN 91.1, MEP2 TOR yeast 89.2, CIT2-GFP yeast 86.0, RPL19A TOR yeast 96.0 and CR mimetic SO 114.3.
O=C(CCc1ccccc1)Nc1ccc2c(c1)C(=O)OC2 was read as VLA-4 inh -0.3, LAP4-GFP MLPCN 102.0, GRK2 aptamer HTS 2.0, AGP1-GFP MLPCN 100.0, MEP2 TOR yeast 107.8, CIT2-GFP yeast 98.0, RPL19A TOR yeast 103.2 and CR mimetic SO 94.5.
`O=C(OC1CCOC1=O)c1ccc(Cl)c(S(=O)(=O)N2CCOCC2)c1` (stereo unspecified) gave VLA-4 inh 8.0, LAP4-GFP MLPCN 98.1, GRK2 aptamer HTS 16.0, AGP1-GFP MLPCN 100.7, MEP2 TOR yeast 96.8, CIT2-GFP yeast 101.2, RPL19A TOR yeast 95.6 and CR mimetic SO 101.3.
`CCCCC(=O)NC(=S)Nc1ccc(S(=O)(=O)N2CCCC2)cc1` gave VLA-4 inh 5.6, LAP4-GFP MLPCN 83.0, GRK2 aptamer HTS 1.0, AGP1-GFP MLPCN 94.7, MEP2 TOR yeast 92.3, CIT2-GFP yeast 99.5, RPL19A TOR yeast 96.2 and CR mimetic SO 112.2.
